# RAD54 inh: RAD54 (human) branch migration inhibition. Q92698. RAD54 Holliday junction branch migration, FAM/BHQ fluorescence. inhibition, % at 10.4 µM. 360,000 tested, 0.14% active. AID 602329;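 active means mean normalized replicate activity at least 40 and at least half of replicates scoring 40 or more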;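 further: 0% = median of neutral control wells and 100% = median of positive control wells; inhibitors cause a drop in the FAM fluorescence signal; in these data hits start at about 50%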
# Target sequence (Q92698 whole entry, looked up): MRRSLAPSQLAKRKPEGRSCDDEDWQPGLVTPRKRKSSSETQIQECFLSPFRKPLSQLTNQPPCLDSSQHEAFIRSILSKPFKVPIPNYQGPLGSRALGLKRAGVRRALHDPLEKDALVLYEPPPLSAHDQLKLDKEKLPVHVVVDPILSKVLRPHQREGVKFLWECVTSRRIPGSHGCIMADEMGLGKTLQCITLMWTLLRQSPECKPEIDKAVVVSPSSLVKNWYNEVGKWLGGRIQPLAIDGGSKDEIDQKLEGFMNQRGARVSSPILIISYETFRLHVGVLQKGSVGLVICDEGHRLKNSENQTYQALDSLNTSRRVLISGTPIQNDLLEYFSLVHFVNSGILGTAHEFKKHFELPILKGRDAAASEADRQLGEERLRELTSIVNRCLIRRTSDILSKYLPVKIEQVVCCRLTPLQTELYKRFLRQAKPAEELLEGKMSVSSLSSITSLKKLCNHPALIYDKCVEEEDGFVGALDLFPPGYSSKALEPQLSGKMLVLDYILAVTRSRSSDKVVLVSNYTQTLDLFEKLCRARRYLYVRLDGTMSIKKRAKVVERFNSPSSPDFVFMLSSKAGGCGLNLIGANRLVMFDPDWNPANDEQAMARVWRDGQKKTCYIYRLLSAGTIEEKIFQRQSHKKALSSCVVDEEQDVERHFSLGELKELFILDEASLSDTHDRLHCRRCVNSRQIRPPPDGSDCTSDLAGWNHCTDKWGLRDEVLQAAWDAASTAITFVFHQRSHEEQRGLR
# * hit, by the source's call. These rows are one share of the data; count on the stated rates, not on these rows.
mol | RAD54 inh
CC(C)(O)c1cc(=O)sc2nc3ccccc3n12 | 5
O=C(Nc1cccc2ccccc12)N1CCN(Cc2ccccc2)CC1 | 0
CCn1nc(CC(=O)Nc2nnc(CC(=O)N3CCCCC3)s2)c2ccccc2c1=O | 2
Cc1ccc(-n2c(SCC(=O)NCC3CCCO3)nc3n[nH]c(C)c3c2=N)cc1Cl (configuration not stated) | 5
COc1ccc2c(CC(=O)OCC(=O)Nc3ccc4c(c3)OCO4)coc2c1 | 0
CCC1/C(=N\O)CC(c2ccco2)NC1c1ccco1 (configuration not stated) | -4
Cc1cc2cc3c(cc2nc1SCC(=O)Nc1nc(C)c(C)s1)OCO3 | 9
COC(=O)c1c(NC(=O)CSc2nnc(-c3ccco3)n2Cc2ccccc2)sc(C)c1C | -8
O=[N+]([O-])c1cc(/C=N/OCc2c(Cl)cccc2Cl)ccc1N1CCOCC1 | -7
CCN(CC)Cc1cc(NC2=NS(=O)(=O)c3ccccc32)ccc1OC(=O)C(C)C | 1

# Continued:
mol | RAD54 inh
Brc1ccc(-c2nc3ncccn3c2NC2CCCCC2)o1 | -21
COc1ccc2c(c1OC)C(=O)N(c1nccs1)C2 | -2
Cc1nc([N+](=O)[O-])cn1CC(=O)c1ccc(OC(F)(F)F)cc1 | 6
COCCNC(=O)CSc1nc2cc3c(cc2c(=O)n1Cc1ccco1)OCO3 | 1
CC1=C(C(=O)OCCOC(C)C)C(c2cccnc2)C2=C(CCCC2=O)N1 (configuration not stated) | 10
CCc1nc(SCC(=O)N2CCCc3ccccc32)c2oc3ccccc3c2n1 | 1
Cc1ccc(C(=O)n2cnnc2N)cc1C | -1
COc1cc(S(=O)(=O)NCC2COCCO2)ccc1-n1cnnn1 (configuration not stated) | -12
CCNC(=O)c1c(N)sc2c1CCCCC2 | -9
O=C(CCc1nc(-c2ccccc2F)no1)NCCN1CCN(Cc2ccccc2)CC1 | 1

# Looked up above.
# RAD54 inh with CCc1nc(SCC(=O)N2CCCc3ccccc32)c2oc3ccccc3c2n1 : 1
# RAD54 inh with COCCNC(=O)CSc1nc2cc3c(cc2c(=O)n1Cc1ccco1)OCO3 : 1

# Next part
mol | RAD54 inh
O=C(Cn1ncn2c(cc3ccccc32)c1=O)NCCc1cccs1 | 9
CCC(C)(C)n1nnnc1C(C(C)C)N1CCC(C(N)=O)CC1 (configuration not stated) | 7
O=c1c(Cc2ccccc2)c(O)nc2n1CCS2 | 4
CC(=O)c1c[nH]c2ccc(C)cc2c1=O | -3
Cc1ccc(-n2c(C(C)n3nc(C)c([N+](=O)[O-])c3C)n[nH]c2=S)cc1 (configuration not stated) | 7
CCOC(=O)CCc1c(C)c2ccc(O)cc2oc1=O | -8
CCCCc1cc(=O)oc2c(CN3CCCC3)c(O)ccc12 | -5
COC(=O)C(NC(C)=O)(Nc1ccccn1)C(F)(F)F (configuration not stated) | 2
CCc1nc(Nc2ccc3c(c2)OCO3)c2oc3ccccc3c2n1 | 3
O=C(C1CCCCC1)N1CC(=O)N2CCc3ccccc3C2C1 (configuration not stated) | -29

# New compounds follow.
mol | RAD54 inh
O=S(=O)(Nc1ccccc1N1CCCCC1)c1ccc(Cl)s1 | 2
CCOc1ccccc1NC1=C(Cl)C(=O)N(Cc2ccccc2)C1=O | -6
CCOc1ccc(/C(O)=C2/C(=O)C(=O)N(CCOCCO)C2c2cccnc2)cc1 (configuration not stated) | -2
O=C(NCCCN1CCOCC1)c1c(O)c2cc(Br)cc(Br)c2[nH]c1=O | 4
CC(C)Cn1c(N)c(C(=O)CSc2nnnn2C)c(=O)n(C)c1=O | 0
CC(=O)N(c1ccc(C(C)C)cc1)C1C=CS(=O)(=O)C1 (configuration not stated) | 0
C=CCn1c(-c2cccs2)nc2nc3ccccc3nc21 | 12
Cc1nn2cc(-c3ccc(Cl)cc3)nc2s1 | -30
CC(OC(=O)c1ccco1)C(=O)NCc1cccs1 (configuration not stated) | 6
COc1cc(C)c(Cl)c(C)c1S(=O)(=O)NCc1cccnc1 | -1

# More entries follow:
mol | RAD54 inh
COC(=O)c1ccccc1NC(=O)Cn1nc(C(F)(F)F)c2c1CCC2 | 3
Cc1noc(C)c1CSc1nnc(-c2c[nH]c3ccccc23)n1-c1ccc(Cl)cc1 | 2
Cc1ccc(NC(=S)NNC(=O)c2cn(C)nc2C)cc1 | 1
N#Cc1c(N)c(C#N)c(-c2ccc(O)cc2)c2c1CCCC2 | -7
O=C(N1CCCCC1)N1CCCN(C(=O)N2CCCCC2)CC1 | -9
O=C(N1CCCC1)C12CCC3CC(CC(C3)C1)C2 | -3
Cc1cnn(C(=S)NCC2CCCO2)c1 (configuration not stated) | 9
N#Cc1nc(-c2cccc3ccccc23)oc1NCCN1CCCCC1 | 10
COc1ccccc1NC(=O)N(Cc1ccccc1)C1=NCC(C)S1 (configuration not stated) | 16
CNC(=O)Cn1nc(C)c2ccccc2c1=O | 3

# Further structures
mol | RAD54 inh
CCOC(=O)c1cc(C)n(Cc2cccc(OC)c2OC)c1C | 0
Cc1ccc(C(=O)Nc2ccncc2)o1 | 2
COc1ccc(N2CCN(C(=O)CCCN3C(=O)c4cccc5cccc(c45)C3=O)CC2)cc1 | 4
Cc1ccc(SCCNC(=O)c2cccc([N+](=O)[O-])c2C)cc1 | -10
Cc1cc(C)n(C(=O)c2cc3c(s2)CCCC3)n1 | -3
COC(=O)Cc1cc(=O)[nH]c(/N=C(\N)Nc2ccccc2C)n1 | 4
Cc1ccc(C)c(NC(=O)c2nnn(Cc3ccccc3C)c2N)c1 | 0
CC(C)(C)NC(=O)CN(C(=O)CS(=O)CC(=O)Nc1ccc(F)cc1)c1ccc(F)c(Cl)c1 (configuration not stated) | -5
Cc1ccc(C(=O)c2cn[nH]c2-c2cc(Cl)ccc2O)cc1 | 1
CCOc1nc(NCCO)nc(NCCC2=CCCCC2)n1 | -1

# (continued)
mol | RAD54 inh
COc1ccc(-n2cc(C(=O)c3cc4ccccc4oc3=O)c(C(C)=O)n2)cc1 | 3
O=C(CSc1ccc2c(c1)OCCO2)Nc1ccc2c(c1)OCO2 | -4
COC1=CC(=O)c2ccccc2C1=O | 3
CCOC(=O)C1CN(S(=O)(=O)c2cccc(C(F)(F)F)c2)c2cc(CC(=O)OC)ccc2O1 (configuration not stated) | -24
CCOc1cc2c(C#N)c(N3CCCCC3)nc(N)c2c(N)n1 | -5
CCCCCCC1CCC(c2nc(-c3ccncc3)no2)CC1 (configuration not stated) | -11
COc1ccc(Oc2cc(C)c3ccccc3n2)cc1 | -13
CC(C)(C)NC(=O)c1ccc(COc2ccccc2Br)o1 | -2
Oc1ccccc1CNc1ccc(Br)cn1 | -1
CCc1ccccc1NC(=O)C(CC)Sc1nc2cc3c(cc2c(=O)n1Cc1ccco1)OCO3 (configuration not stated) | 19

# Four entries from above, reformatted.
> COC(=O)c1ccccc1NC(=O)Cn1nc(C(F)(F)F)c2c1CCC2
  RAD54 inh = 3
> CCc1nc(SCC(=O)N2CCCc3ccccc32)c2oc3ccccc3c2n1
  RAD54 inh = 1
> COc1ccc(Oc2cc(C)c3ccccc3n2)cc1
  RAD54 inh = -13
> CC(C)Cn1c(N)c(C(=O)CSc2nnnn2C)c(=O)n(C)c1=O
  RAD54 inh = 0

# Following part.
mol | RAD54 inh
Cc1ccc(C)n1-c1nc(=S)[nH][nH]1 | -1
O=C1CS/C(=C\[N+](=O)[O-])N1c1ccc(OC(F)(F)F)cc1 | -1
CCCNC(=O)c1cc(-c2ccc(OC)cc2)on1 | -5
Cc1nnc(Sc2nc3c(c(=O)n(C)c(=O)n3C)n2Cc2ccccc2Cl)s1 | 2
O=C(NCCc1ccc(Cl)cc1)C1CCC(=O)N1C1CCCC1 (configuration not stated) | -9
Cc1ccc(CSc2nnc(-c3cccnc3)o2)cc1 | 0
CCOC(=O)c1cnc2ccc(C(=O)OC)cc2c1Nc1ccc2c(c1)OCCO2 | -6
O=C(NCC1CCCO1)NC1CCCCC1 (configuration not stated) | 4
COc1ccc(CCn2nnnc2C(c2ccc(C)cc2)N2CCN(C)CC2)cc1OC (configuration not stated) | 7
Cc1ccc(C(=O)NC(=S)Nc2ccc(-c3cc4ccccc4oc3=O)cc2)c(C)c1 | -2

# Other records:
mol | RAD54 inh
CC(Oc1ccc(F)cc1)C(=O)/C=C\N(C)C (configuration not stated) | -2
COc1ccc(-c2cc(C(F)(F)F)nc(-n3cc(Br)cn3)n2)cc1 | 0
O=C(CN(C(=O)CNC(=O)c1cccs1)c1ccc2c(c1)OCCO2)NC1CCCC1 | -2
Cc1c(C(=O)Nc2ccc(-n3cnnn3)cc2)oc2ccccc12 | -2
CCOc1cc(C2C3=C(CCCC3=O)N(C)C3=C2C(=O)CCC3)cc(Cl)c1O | -17
CS(=O)(=O)Nc1ccccc1Oc1ccccc1 | 1
S=c1[nH]ncn1/N=C/c1cccc(Oc2ccccc2)c1 | -2
CNC(=O)c1ccccc1NC(=O)c1c(O)c2c([nH]c1=O)CCCC2 | -12
COc1ccc(/C=C\C(=O)O[C@@H]2C(O)C(O[C@@H]3OC(C)[C@H](O[C@@H]4OCC(O[C@H]5O[C@H](CO)[C@@H](O)C(O)C5O)C(O)C4O)C(O)C3O)[C@H](OC(=O)[C@]34CCC(C)(C)C[C@@H]3C3=CCC5[C@@]6(C)CC(O)C(O[C@@H]7OC(CO)C(O)[C@H](O)[C@H]7O)[C@@](C)(C(=O)O)C6CC[C@@]5(C)[C@]3(CO)CC4)O[C@H]2C)cc1 (some centres not stated) | 0
O=c1oc2c(CN3CCCCC3)c(O)ccc2c2c1CCCC2 | 7

# (next part)
mol | RAD54 inh
CCN(Cc1ccncc1)C(=O)c1cccs1 | -2
NS(=O)(=O)c1ccc(Nc2nc(-c3ccccc3)cs2)cc1 | -7
O=C(CSc1nc(C2CCCCC2)n(-c2ccccc2)n1)NCCN1C(=O)CSC1=O | -15
CCOC(=O)C1CCCN(c2ncnc3c2cnn3-c2cccc(C)c2)C1 (configuration not stated) | -6
O=C(O)c1oc2ccccc2c1CN1CCN(c2ccccc2)CC1 | 1
CCOc1ccc(N2Nc3n[nH]c(N)c3N2)cc1 | 0
CN1CCN(c2ccc(NC(=O)c3cccc(OCc4ccccc4)c3)cc2)CC1 | -1
COCCCNC(=S)NNC(=S)Nc1ccc(F)cc1F | -6
O=C(CSc1ccccc1C(=O)O)NCc1ccco1 | -10
c1ccc2c(c1)CCN(c1nc3cc4c(cc3s1)OCO4)C2 | 3

# Further entries follow.
mol | RAD54 inh
CC(C)CCNC(=O)CN(Cc1ccc2c(c1)OCO2)C(=O)Cn1nnc(-c2cccs2)n1 | -1
Cc1cccc(C)c1NC(=O)C(C)c1ccc(-c2ccccc2)c(F)c1 (configuration not stated) | 8
CCN1CCN(CC(O)COc2ccc(Cl)cc2)CC1 (configuration not stated) | 8
COC(=O)c1nc(N)sc1-c1ccc(OC)cc1 | -2
CCN(CC)CCCN(Cc1cc2cc(OC)c(OC)cc2[nH]c1=O)C(=O)Nc1ccccc1 | 20
CCOc1cc(N2C(=O)CC3CS(=O)(=O)CC32)c(OCC)cc1NC(=O)c1ccccc1 (configuration not stated) | 1
CCOC(=O)C(C)(C)Sc1ncnc2nc[nH]c12 | -2
CSc1ccc(-c2nnn(Cc3ccc(Br)cc3)n2)cc1 | 0
C(=N\n1cnnc1)/c1ccccc1OCCOc1ccccc1 | -4
O=C1CC(Nc2ccccc2)C(=O)N1CCc1ccccc1 (configuration not stated) | -4

# Next entries follow.
mol | RAD54 inh
COc1cccc(C2/C(=C(\O)c3ccc4c(c3)OCCO4)C(=O)C(=O)N2CCCN2CCOCC2)c1OC (configuration not stated) | -3
CCN(CC)C(=O)C(=O)N/N=C/c1cccs1 | -8
Cc1ccc(C(=O)NC2CCCCCC2)o1 | -9
O=C(CSc1nnc(-c2ccco2)o1)NC(=O)Cc1ccccc1 | -3
Cc1ccc2[nH]c(=O)c(C3C(C#N)=C(N)Oc4c3ccc3cccnc43)cc2c1 (configuration not stated) | 8
CC(=O)Nc1ccc(OCC(O)Cn2c(C)nc3ccccc32)cc1 (configuration not stated) | 3
CCN(CC(=O)Nc1ccc2c(c1)CCC2)Cc1nc2ccccc2c(=O)[nH]1 | -4
CC1CN(c2nc3c(c(=O)n(C)c(=O)n3C)n2Cc2c(F)cccc2Cl)CC(C)O1 (configuration not stated) | -3
Cc1nc2ccc(S(=O)(=O)N(C)CC(=O)N3CCc4ccccc43)cc2s1 | 3
CCCCCC(=O)Nc1ccc(N2CCN(C(=O)c3ccccc3)CC2)cc1 | 2

# Later entries:
mol | RAD54 inh
O=C(NCc1ccco1)c1cnn2c(C(F)F)cc(-c3ccccc3)nc12 | 8
CCOC(=O)N1CCC(NC(=O)CS(=O)Cc2nc(-c3ccc(OC)c(OC)c3)oc2C)CC1 (configuration not stated) | -2
O=C(CNc1ccccc1)N/N=C/c1cc([N+](=O)[O-])ccc1N1CCCC1 | 4
O=C(Nc1ccccc1Oc1ccccc1)c1cccc([N+](=O)[O-])c1 | 3
Clc1ccc(Cc2ccc(Cl)nn2)c(Cl)c1 | -2
Cc1cccc(NC(=O)c2ccc(C3SCC(=O)N3CCc3ccccc3)cc2)c1C (configuration not stated) | 1
O=C(NCc1ccccc1)C(c1ccco1)N(C(=O)c1cnccn1)c1ccc(F)cc1 (configuration not stated) | -8
COCc1nnc(NC(=O)CC(C)C)s1 | 1
COC(=O)C(NC(=O)c1ccco1)(Nc1ccc(Br)cn1)C(F)(F)F (configuration not stated) | -2
CCC(=O)Nc1cccc(-c2nc3ccccc3o2)c1 | -6

# Reprinted from the part before: 4 entries, then new ones.
mol | RAD54 inh
O=C(NCc1ccccc1)C(c1ccco1)N(C(=O)c1cnccn1)c1ccc(F)cc1 (configuration not stated) | -8
COCc1nnc(NC(=O)CC(C)C)s1 | 1
COC(=O)C(NC(=O)c1ccco1)(Nc1ccc(Br)cn1)C(F)(F)F (configuration not stated) | -2
CCC(=O)Nc1cccc(-c2nc3ccccc3o2)c1 | -6
COc1cc(C2/C(=C(/O)c3ccc(F)cc3)C(=O)C(=O)N2CCCC(=O)O)ccc1O (configuration not stated) | 5
NS(=O)(=O)c1ccc(CCNC(=O)CNC(=O)c2ccc(Br)o2)cc1 | -2
COc1ccc(C(NC(=O)c2cccnc2)c2cc(Cl)c3cccnc3c2O)cc1OC (configuration not stated) | 5
O=C(O)c1ccccc1C(=O)N1CCN(c2ccccc2)CC1 | -23
